Bioassay records as filed in PubChem BioAssay.
IL-2 act = activates IL-2 in a cell-based reporter assay | IL-2 activation reporter assay, cell-based qHTS; stimulated with anti-CD3/CD4/CD28 beads; in transgenic mouse T cells | activation, % (series mostly up to about 46 µM) | 0.065% of 360,000 active | AID 652025; in the data active means activation above about 50%; inconclusive means mostly about 30% to 49%; further: 0% is about no effect
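Unstimulated transgenic mouse T cells preincubated 60 min with compound, then stimulated with anti-CD3/anti-CD4-coated beads plus anti-CD28 for 18 h at 37 degrees C. IL-2 response read as EGFP and DsRed fluorescence by plate cytometry.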
Nrf2 ARE act = activates Nrf2 signaling; AREc32 ARE-luciferase reporter (MCF7-derived line), luminescence, 24 h; Potency, µM (top dose mostly 46.1 µM), for the others: top-dose activation, hits mostly activators; 0.31% of 410,000 active; further: potency means the concentration at half of the fitted maximal effect; % of control where 0% means no effect; nearly all actives have a fitted effect of over 65% in size
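AREc32 cells carrying an ARE-driven firefly luciferase reporter were seeded at 1000 cells/well in OPTI-MEM with 5% FBS, then exposed to compound for 24 hr at 37 deg C. Luminescence was read with Steady-Glo after 30 min at RT.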
HepG2 viability = kills HepG2 cells in TGF-b inhibitor counter-screen | AID 588856 | Potency, µM (top dose mostly 46.1 µM), without a hit: top-dose activity change, negative = cytotoxicity, hits mostly cytotoxic | 0.76% of 410,000 active | HepG2 CAGA-GFP viability, ATP luminescence, 18 h; further: potency means the concentration at half of the fitted maximal effect; some results filed as inactive show a strong effect at the top dose
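HepG2 CAGA-GFP cells (1000/well, DMEM with 1% FBS) received compound, then TGF-beta at 500 pg/mL final, and were incubated 18 hours at 37 degrees C. Viability was read by CellTiter-Glo luminescence. Media-only wells were set as complete cell-killing and DMSO as no toxicity.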
ATXN2 expr inh = ATXN2 expression inhibition; 0.72% of 360,000 active; AID 1745845; HEK-293 ATXN2-luciferase reporter, luminescence, 24 h; Potency, µM (doses to about 57 µM), without a hit: at the highest dose activity change, negative = inhibition, actives largely listed as inhibitors; further: potency means the concentration at half of the fitted maximal effect; on the % scale 0 is the no-effect control and ±100 the full control effect; nearly all actives have a fitted effect of over 55% in size
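ATXN2-luciferase reporter cells (luciferase flanked by upstream and downstream ATXN2 gene portions) were treated 24 h at 37 °C with compounds at up to 57 uM. SteadyGlo luminescence gave expression; GF-AFC fluorescence gave viability.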
ATXN viability = viability counter-screen for ATXN expression inhibitors. S2 cells (HEK-293 line with an ATXN2-luciferase reporter) viability, CellTiter-Fluor protease fluorescence, 24 h. Potency, µM (top dose mostly 56.7 µM), actives largely listed as cytotoxic. 0.49% of 400,000 active. AID 651635; further: potency means the concentration at half of the fitted maximal effect; nearly all actives have a fitted effect of over 40% in size
TGFb SMAD3 inh = inhibitors of TGF-b signaling. AID 588855. 1.2% of 410,000 active. HepG2 CAGA-GFP TGF-b/SMAD3 reporter, GFP fluorescence, 18 h; TGF-beta stimulated, 500 pg/mL final. Potency, µM (top dose mostly 46.1 µM), for inactives: at the highest dose activity, negative = inhibition, usual class: inhibitors; further: potency means the concentration at half of the fitted maximal effect; on the % scale 0 is the no-effect control and ±100 the full control effect; nearly all actives have a fitted effect of over 65% in size
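Read-out: total well GFP (ex488/em500-530) summed from mean per-cell fluorescence. Cells: HEPG2 CAGA-GFP, 1% FBS DMEM, 18 h at 37 degrees C with 500 pg/mL final TGF-beta. Unstimulated wells served as the full-inhibition control; stimulated DMSO wells = 0%.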
Nrf2 inh = blocks Nrf2 signaling; A549 ARE-Fluc reporter, luciferase luminescence, 18-24 h; Potency, µM (series often up to 46 µM), for inactives: at the top dose activity change, negative = inhibition, actives largely listed as inhibitors; 2.1% of 360,000 active; AID 504444; further: potency means the concentration at half of the fitted maximal effect; on the % scale 0 is the no-effect control and ±100 the full control effect; nearly all actives have a fitted effect of over 60% in size
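Nrf2 function is reported as luminescence of an ARE-controlled luciferase in A549 cells. Compounds were tested at several concentrations, and a CellTiter-Fluor read on the same wells flagged cytotoxicity.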
A549 tox = A549 cytotoxicity, counter-screen for Nrf2 inhibitors. A549 ARE-Fluc cells, CellTiter-Fluor viability, 18-24 h. Potency, µM (doses to about 46 µM), without a hit: top-dose activity change, negative = cytotoxicity, most hits filed as inhibitors. 0.16% of 390,000 active. AID 504648; further: potency means the concentration at half of the fitted maximal effect; on the % scale 0 is the no-effect control and ±100 the full control effect
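Cytotoxicity counterscreen: CellTiter-Fluor fluorescence was measured in A549 ARE_Fluc cells after 18-24 h of compound exposure in a concentration series. The subsequent BugLite luminescent read reports ARE-luciferase activity.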
EPAC2 agonist = activates human EPAC2 exchange factor; EPAC2 activation, biochemical qHTS; response scale: 100% = 6.5 mM cAMP response; Potency, µM (highest dose often 154 µM), for inactives: at the highest dose activation, actives largely listed as activators; 0.079% of 360,000 active; AID 720711; further: potency means the concentration at half of the fitted maximal effect; nearly all actives have a fitted effect of over 50% in size
Target sequence (Q8WZA2 whole entry, looked up): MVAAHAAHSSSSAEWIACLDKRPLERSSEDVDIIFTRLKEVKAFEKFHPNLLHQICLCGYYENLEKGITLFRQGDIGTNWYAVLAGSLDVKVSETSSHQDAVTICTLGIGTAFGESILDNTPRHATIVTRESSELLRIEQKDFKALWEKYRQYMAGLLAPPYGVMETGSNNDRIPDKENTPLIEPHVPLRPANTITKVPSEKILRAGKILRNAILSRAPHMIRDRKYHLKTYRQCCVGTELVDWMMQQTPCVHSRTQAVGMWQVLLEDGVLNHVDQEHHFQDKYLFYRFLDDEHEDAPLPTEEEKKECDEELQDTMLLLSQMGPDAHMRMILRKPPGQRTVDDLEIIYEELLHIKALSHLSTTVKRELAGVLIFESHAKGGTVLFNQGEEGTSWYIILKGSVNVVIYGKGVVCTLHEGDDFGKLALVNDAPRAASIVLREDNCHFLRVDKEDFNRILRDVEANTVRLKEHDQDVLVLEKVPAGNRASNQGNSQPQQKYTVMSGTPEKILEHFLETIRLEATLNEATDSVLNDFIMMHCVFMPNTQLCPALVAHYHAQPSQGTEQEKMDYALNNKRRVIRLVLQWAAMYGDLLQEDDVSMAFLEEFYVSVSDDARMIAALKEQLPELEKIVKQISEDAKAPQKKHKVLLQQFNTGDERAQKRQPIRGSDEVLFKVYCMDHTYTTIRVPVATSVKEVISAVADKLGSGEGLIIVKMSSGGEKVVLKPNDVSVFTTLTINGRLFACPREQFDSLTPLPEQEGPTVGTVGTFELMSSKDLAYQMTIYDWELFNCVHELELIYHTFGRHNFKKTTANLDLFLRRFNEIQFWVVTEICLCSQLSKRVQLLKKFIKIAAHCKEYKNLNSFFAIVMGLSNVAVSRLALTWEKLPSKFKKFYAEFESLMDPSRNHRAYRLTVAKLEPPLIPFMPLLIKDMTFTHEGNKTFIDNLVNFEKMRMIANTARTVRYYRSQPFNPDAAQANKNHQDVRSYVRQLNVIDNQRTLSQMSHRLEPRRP
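Nucleotide exchange monitored as fluorescence drop when BODIPY-GDP leaves Rap1B. Reaction: 100 nM EPAC2, 250 nM RAP1B-BODIPY-GDP, 50 uM GDP, room temperature, kinetic read over 30 min. Activity expressed relative to 6.5 mM cAMP.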
Active calls of the source: *; i = inactive; ? = inconclusive; . = not tested or not shown; [ ] = another dose, or the depositor's remark. Unless noted, the call rests on the fitted dose curve; in most records, active means well fitted curve in the direction sought with a large enough effect; inconclusive means small, poorly fitted or top-dose-only effect, or another doubt; inactive means no such curve, though single readings can be large; an effect the other way counts as inactive or inconclusive.

SMILES	IL-2 act	Nrf2 ARE act	HepG2 viability	ATXN2 expr inh	ATXN viability	TGFb SMAD3 inh	Nrf2 inh	A549 tox	EPAC2 agonist
O=[N+]([O-])c1ccccc1CNCCCCO	-2.3	-0.3%	39%	1%	i	28%	3%	-2%	1%
COc1ccc(C(=O)NNc2ncnc3c2cnn3-c2ccc(C)c(Cl)c2)cc1	.	-0.7%	-1%	46%[activator]	i	17%	.	1%	.
CC(CC(=O)Nc1ccc2c(c1)OCCO2)c1ccccc1 (centres undefined)	0.5	0.1%	-1%	42%[activator]	i	13%	?	-3%	7%
O=C(NC1CCCCC1)c1cc(N2C(=O)CCC2=O)ccc1Cl	0.4	-1.5%	-8%	3%	i	0%	-8%	1%	5%
Cc1ccc(S(=O)(=O)N2CCCCC2)cc1NC(=O)COC(=O)c1cccc(O)c1	-1.2	-0.2%	11µM*	.	i	9%	.	.	9%
CN(C)CC(=O)N1c2ccccc2CCc2ccc(NC(=O)c3ccc(N)cc3)cc21	2.0	-0.3%	14%	4%	i	15%	.	-1%	5%
COC(=O)C[C@H]1C[C@@H]2c3cc(NS(=O)(=O)c4cccc(OC)c4)ccc3O[C@@H]2[C@@H](CO)O1	-2.0	-0.1%	6%	-3%	i	3%	.	.	20%
CC1(C)Cc2nc(-c3ccccc3)n3cnnc3c2CO1	-0.3	-0.7%	-1%	-2%	i	7%	9%	-8%	-10%
CCOc1ccccc1CNC(=O)C1CCCN(c2nn3c(=O)cc(C)nc3s2)C1 (centres undefined)	-2.3	-1.0%	4%	8%	i	-1%	14%	-1%	2%
Cc1cccc(C(O)c2ncc(-c3ccc(C(F)(F)F)cc3)[nH]2)c1C (centres undefined)	-0.6	-0.5%	-32%	-6%	i	-19%	.	.	7%
COc1cccc(/C=N/NC(=O)c2nnn(-c3nonc3N)c2CN(C)c2ccccc2)c1	-1.0	1.9%	-24%	.	?	-29%	2%	0%	8%
Cc1nn(C)c(C)c1CN(C)C(=O)c1cnn2c1NC(c1ccccc1)CC2C(F)(F)F (centres undefined)	-2.3	-0.4%	-13%	-28%	i	-8%	?	-2%	4%
CCCCOc1ccccc1P(=O)(O)CP(=O)(c1ccccc1)c1ccccc1	-0.4	0.8%	2%	-28%	i	-1%	-5%	1%	-1%
CNc1cncc(-c2ccc(O)cc2)n1	0.0	16%	3%	42%[activator]	i	1%	.	.	3%
Cc1ccc(NC(=O)Cc2nc(CSc3nnc(-c4ccc5c(c4)OCO5)o3)cs2)cc1	0.0	5.8%	-3%	47%[activator]	i	-16%	4%	-13%	-3%
C/C(=N\Nc1nc2ccccc2[nH]1)c1cccs1	-2.3	5.5%	-31%	28%	i	?	?	0%	6%
CC(C)C12CN3CC(C(C)C)(CN(C1)C3c1ccc(OCc3ccccc3)cc1)C2=O (centres undefined)	.	-0.5%	-7%	13%	i	0%	4%	0%	.
CCN(CC)CCCNC(=O)COc1ccc2oc3c(c2c1)CCCC3	0.3	-0.6%	-50%	.	i	0%	7%	-4%	4%
COc1ccc(NC(=S)Nc2ncccc2C)c(OC)c1	1.1	0.4%	-24%	34%[activator]	i	?	?	3%	20%
CCOc1ccc(NC(=O)COC(=O)c2c[nH]c3ccccc23)cc1	-0.8	3.7%	23%	.	i	-7%	.	.	2%
CCOC(=O)N1CCN(C(=O)C2CCN(S(=O)(=O)c3cc(Cl)ccc3Cl)CC2)CC1	-0.4	-0.1%	6%	-1%	i	-4%	-29%	-1%	-6%
C#CC(CCN1CCCCC1)(OC)c1ccccc1 (centres undefined)	0.3	0.5%	-5%	.	i	-6%	-2%	12%	7%
Cc1cc(C)nc(NNS(=O)(=O)c2c(F)cc(F)cc2Br)n1	-4.5	0.7%	1%	-15%	i	9%	3%	-1%	-3%
O=C(c1ccco1)N1CCN(C(=O)c2ccc(CS(=O)c3ccc(Br)cc3)o2)CC1 (centres undefined)	0.0	2.1%	-7%	.	?	0%	.	.	6%
COC(=O)Nc1ccc(NC(C)=O)cc1	-2.4	-0.5%	3%	4%	i	-16%	1%	-5%	1%
O=c1nc(-c2ccccc2Cl)c2cc(F)ccc2[nH]1	0.1	0.0%	13%	.	i	-5%	4%	2%	10%
Cc1noc(C)c1S(=O)(=O)N(C)CC(=O)Nc1ccc(F)cc1	-1.9	-0.3%	-3%	-2%	i	3%	4%	?	7%
O=C(O)c1ccc(CN2C[C@@H](CO)O[C@@H](n3cnc4c(Nc5ccccc5)ncnc43)C2)cc1	0.3	-0.7%	-4%	14%	i	-3%	.	.	2%
O=C(O)C(CCC(C(=O)O)c1ccccc1)c1ccccc1 (centres undefined)	-0.8	-0.5%	-2%	2%	i	-3%	?	1%	8%
CCN(CC(=O)Nc1c(F)cccc1F)C(=O)CN1c2cccc3cccc(c23)S1(=O)=O	0.0	0.2%	1%	-4%	i	3%	6%	2%	0%
Cn1c(CO)cnc1S(=O)(=O)Cc1c(Cl)cccc1Cl	-0.2	-0.2%	5%	7%	i	0%	?	-2%	0%
CCC(CC)C(=O)Nc1cc(=O)n(C)c(=O)n1C	2.5	1.0%	-39%	9%	i	-20%	0%	-4%	5%
COc1ccc(Cl)cc1NC(=O)C/C(C)=N/NC(=O)COc1ccc(C)cc1	-3.0	13%	-1%	-5%	i	-11%	6%	1%	2%
O=C(O)CSc1nnc(Nc2ccccc2)n1-c1ccccc1	1.8	0.0%	12%	-32%	?	-22%	1%	-2%	0%
COc1ccc(Cl)cc1NC(=O)CN(C)C(=O)c1cc2c(s1)CCCC2	-3.7	-0.2%	-12%	-22%	i	-4%	?	0%	-2%
CCN1CCN(CC(O)COC(c2ccccc2)c2ccccc2)CC1 (centres undefined)	-0.9	0.4%	-1%	-4%	i	1%	-3%	-5%	0%
CC(C)NC(=O)N(O)C1N(C(C)C)C(=O)N(Cc2ccc3c(c2)OCO3)C1(C)C (centres undefined)	0.4	0.0%	-44%	-26%	i	6%	-8%	-6%	4%
CC1CCc2cc(F)ccc2N1C(=O)c1ccc2c(c1)OCO2 (centres undefined)	1.6	0.1%	-32%	-10%	i	2%	?	-15%	11%
Cc1nc(NS(=O)(=O)c2cccs2)c2c3c(sc2n1)CCC3	-1.4	-0.5%	7%	10%	i	-7%	-17%	-14%	-3%
O=C(COC(=O)c1ccccc1SCC(=O)N1CCCC1)NC1CCCCC1	1.8	2.5%	6%	12%	i	12%	25%	-1%	-1%
CCCc1nn2c(=O)cc(COC(=O)c3ccc4c(c3)OCO4)nc2s1	.	-0.5%	6%	-7%	i	7%	?	3%	.
O=C(c1ccccc1)N1CCc2[nH]nc(-c3ccccc3)c2C1	0.2	0.9%	-5%	.	i	-1%	-12%	-3%	6%
Cc1n[nH]c(=S)n1/N=C/c1ccccc1	1.6	-0.7%	-1%	6%	i	11%	2%	-2%	6%
CC(=O)NC(c1ccc(Cl)cc1Cl)c1ccc2cccnc2c1O (centres undefined)	-4.0	0.0%	-4%	?	?	?	?	-18%	4%
CC(C)(C)n1nnnc1CN(Cc1ccc(F)cc1)Cc1ccco1	-2.2	0.6%	-4%	-24%	i	0%	-5%	2%	-3%
O=C1C=CC(=O)N1c1ccc2c(c1)C(NC(=O)C(F)(F)F)c1ccccc1-2 (centres undefined)	-5.6	23%	-49%	?	.	?	-17%	-8%	-2%
Cc1cccc(NC(=O)CSc2nnc(CNC(=O)c3c(F)cccc3Cl)o2)c1C	.	3.5%	3%	.	.	2%	15%	-2%	.
CCC(C)(C)NC(=O)C(c1ccco1)N(C(=O)Cn1nnc2ccccc21)c1ccc2c(c1)OCO2 (centres undefined)	1.6	0.6%	10%	-4%	?	3%	3%	-2%	0%
COc1ccc(NC(=O)NCCN2CCc3ccccc3C2)cc1	0.2	0.1%	8%	-8%	i	14%	11%	2%	11%
COc1ccccc1-n1cnnc1SCC(=O)Nc1cccc(S(N)(=O)=O)c1	-1.3	0.0%	7%	-4%	i	-2%	8%	4%	-5%
COc1ccc(NS(=O)(=O)c2ccc(C)c(C(=O)NNC(=O)c3ccccc3O)c2)cc1	-3.9	0.3%	-25%	?	i	-26%	-4%	-1%	-6%
COc1ccc(CC2(C)OC(c3ccccc3)=NN2C(C)=O)cc1 (centres undefined)	0.1	-0.4%	9%	7%	i	-1%	7%	-7%	-6%
COC(=O)/C(C#N)=C/c1c(-c2ccccc2)nc2n1CCS2	0.3	2.7%	-15%	4%	i	17%	?	1%	12%
CCc1ccc(NC(=O)NCCc2c(C)nn(C)c2C)cc1	.	4.5%	3%	10%	i	1%	.	0%	.
Cc1ccc(OCc2cc(C(=O)N(C)CCc3ccccn3)no2)cc1C	-3.4	2.7%	-2%	10%	i	-12%	?	1%	5%

An excerpt of these results, with each value named.
Cc1n[nH]c(=S)n1/N=C/c1ccccc1
  IL-2 act: 1.6
  Nrf2 ARE act: -0.7%
  HepG2 viability: -1%
  ATXN2 expr inh: 6%
  ATXN viability: i
  TGFb SMAD3 inh: 11%
  Nrf2 inh: 2%
  A549 tox: -2%
  EPAC2 agonist: 6%
CC(=O)NC(c1ccc(Cl)cc1Cl)c1ccc2cccnc2c1O (centres undefined)
  IL-2 act: -4.0
  Nrf2 ARE act: 0.0%
  HepG2 viability: -4%
  ATXN2 expr inh: ?
  ATXN viability: ?
  TGFb SMAD3 inh: ?
  Nrf2 inh: ?
  A549 tox: -18%
  EPAC2 agonist: 4%
CC(C)(C)n1nnnc1CN(Cc1ccc(F)cc1)Cc1ccco1
  IL-2 act: -2.2
  Nrf2 ARE act: 0.6%
  HepG2 viability: -4%
  ATXN2 expr inh: -24%
  ATXN viability: i
  TGFb SMAD3 inh: 0%
  Nrf2 inh: -5%
  A549 tox: 2%
  EPAC2 agonist: -3%
